# From PubChem BioAssay
# PV pol inh = poliovirus RdRp elongation inhibitors, primary screen, biochemical, fluorescence polarization, total intensity; % elongation, % (compound at 16.7 µg/mL); AID 588519, 2011; 0.66% of 150,000 active; poliovirus polymerase elongation; hits give low values; in the data active = % elongation below about 90%; also: some results filed as inactive read as strong as hits
# Target sequence (P03300 1749-2209 limits assumed): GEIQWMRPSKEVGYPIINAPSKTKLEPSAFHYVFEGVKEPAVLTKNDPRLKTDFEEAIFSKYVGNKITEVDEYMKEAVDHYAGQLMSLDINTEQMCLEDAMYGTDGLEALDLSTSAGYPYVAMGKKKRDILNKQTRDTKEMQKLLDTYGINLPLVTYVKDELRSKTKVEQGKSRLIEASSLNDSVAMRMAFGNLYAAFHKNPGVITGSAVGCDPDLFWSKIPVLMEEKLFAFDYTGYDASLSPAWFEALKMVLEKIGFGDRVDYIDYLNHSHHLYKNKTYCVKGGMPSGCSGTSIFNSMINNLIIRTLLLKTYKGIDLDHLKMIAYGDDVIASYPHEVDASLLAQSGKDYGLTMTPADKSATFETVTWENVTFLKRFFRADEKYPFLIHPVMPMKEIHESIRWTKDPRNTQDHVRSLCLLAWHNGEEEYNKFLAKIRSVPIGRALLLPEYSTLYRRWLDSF
# PV pol inh FP z-score = second read-out of PV pol inh, no call of its own (marks repeat the call); z-score; measured here: FP z-score; hits read low
# The depositor's hits bear a star; & = joins results of further samples. Some of the compounds tested; rates above refer to the full screens.
# Preview, 7 compounds:
structure | PV pol inh | PV pol inh FP z-score
CSc1ccccc1C(=O)NCCOc1ccccc1C | 104 | 0.1
N#CCCN1CCn2c3ccc(C4CCCCC4)cc3c3cccc1c32 | 100 | -0.4
Cc1ccc(S(=O)(=O)Nc2ccc3[nH]c(=O)sc3c2)cc1C | 105 | -0.3
COc1ccc(NC(=O)Cn2cnc3c(nc4n3CCCCC4)c2=O)cc1Cl | 102 | -0.9
COc1ccccc1N1CCN(C2CCN(Cc3cc(OC)c(OC)c(OC)c3)CC2)CC1 | 101 | -0.3
COc1ccccc1NC(=O)C1CCCN(c2ncnc3onc(-c4ccc(F)cc4)c23)C1 (stereo unspecified) | 100 | -0.4
CCOc1ccc(CN2CCNC(=O)C2CC(=O)OC)cc1 (stereo unspecified) | 99 | -1.2

# This part in full, repeating the preview:
structure | PV pol inh | PV pol inh FP z-score
CSc1ccccc1C(=O)NCCOc1ccccc1C | 104 | 0.1
N#CCCN1CCn2c3ccc(C4CCCCC4)cc3c3cccc1c32 | 100 | -0.4
Cc1ccc(S(=O)(=O)Nc2ccc3[nH]c(=O)sc3c2)cc1C | 105 | -0.3
COc1ccc(NC(=O)Cn2cnc3c(nc4n3CCCCC4)c2=O)cc1Cl | 102 | -0.9
COc1ccccc1N1CCN(C2CCN(Cc3cc(OC)c(OC)c(OC)c3)CC2)CC1 | 101 | -0.3
COc1ccccc1NC(=O)C1CCCN(c2ncnc3onc(-c4ccc(F)cc4)c23)C1 (stereo unspecified) | 100 | -0.4
CCOc1ccc(CN2CCNC(=O)C2CC(=O)OC)cc1 (stereo unspecified) | 99 | -1.2
CC(c1ccccc1)n1cc(C(=O)NCC2COc3ccccc3O2)nn1 (stereo unspecified) | 103 | 0.5
CCCOc1ccc(C=Nc2ccc(N3CCN(CC)CC3)cc2)c(O)c1 | 115 | 1.3
COc1ccc(C)cc1NC(=O)CCC(=O)c1ccc2c(c1)OCCCO2 | 140 | 4.2
CCOC(=O)c1cccc(NC(=O)N2CCOCC2)c1 | 102 | 0.1
O=C(CSc1c2c(nc3ccccc13)CCCC2)NCCC1=CCCCC1 | 101 | -0.3
CCOC(=O)c1ccoc1COC(=O)c1ccc(C)c(C)c1 | 103 | 0
COc1ccc(NC(=S)NNc2ccc(C(=O)O)cc2)cc1 | 105 | 0.5
CC(NC(=O)CSc1n[nH]c(=O)[nH]c1=O)C1CC2CCC1C2 (stereo unspecified) | 99 | -0.4
CC(C)NC(=O)CCn1c(SCc2c(F)cccc2Cl)nc2c(sc3ccccc32)c1=O | 108 | 0.5
CCOC(=O)N1CCN(Cn2c(=S)sc3ccccc32)CC1 | 107 | 0.5
O=C(COC(=O)c1cc(-c2ccco2)nc2ccccc12)Nc1ccc(N2CCOCC2)cc1 | 98 | -0.5
CC1=C(C(=O)OC2CCCCCC2)C(c2ccc(Cl)cc2Cl)CC(=O)N1 (stereo unspecified) | 106 | 0.2
Cc1ccc(NC(=O)c2ccc(NC(=O)N3CCSc4ncccc43)cc2)c(Cl)c1 | 106 | 0.1
Cc1cccc(N(C)S(=O)(=O)c2nnc(NC(=O)C3CCCCC3)s2)c1 | 102 | -1.5
COc1ccc2c(c1)c1c(c(=O)n(-c3ccccc3)c(=O)n1CC(=O)Nc1ccc(F)cc1)n2C | 108 | 0.1
CCC(=O)Nc1nonc1-c1ccc(OC)cc1 | 103 | 0.8
Cc1nn(-c2ccc(Cl)cc2)c2sc(C(=O)O)cc12 | 104 | 0.2
CN(C)S(=O)(=O)c1ccc(C(=O)Nc2ccccc2SCCC#N)cc1 | 101 | 0.6
O=C(Cc1cccs1)NCCCN1CCCC1=O | 100 | -0.6
CCC(C(=O)NC1CCCC1)N(C(=O)c1snc(C(N)=O)c1N)c1ccccc1 (stereo unspecified) | 103 | 0.7
Clc1ccc(Sc2ccc(-c3ccccn3)s2)cc1 | 116 | 2.8
CCOC(=O)c1ccc(NC(=O)C2=CSCCO2)cc1 | 103 | 0.6
N#Cc1ccc(NC(=S)NCCN2CCOCC2)cc1 | 111 | 0.7
Cn1c(=O)c2c(-c3ccc(Br)cc3)n(CCO)cc2n(C)c1=O | 99 | -1.5
O=C(N1CCOCC1)N1CCN(Cc2ccccc2)CC1 | 104 | 0.7
CC(=O)N(C)Cc1nc2ccccc2n1CCOc1cccc(C)c1C | 102 | 0.1
CCN1CCN(C(=O)Nc2ccc(OC)cc2)CC1 | 100 | -1.1
O=C(Nc1cc(-c2nc3cc(Cl)ccc3o2)ccc1Cl)c1ccco1 | 111 | 1.7
CC(C)CN1CCOC(CN)C1 (stereo unspecified) | 104 | 0.5
CCn1c(=O)n(-c2ccc(C)c(F)c2)c(=O)c2sc3ccccc3c21 | 103 | -0.3
COc1ccc2c(c1)Cc1sc(NC(=O)c3cccc(Cl)c3)nc1-2 | 63* | -7.6*
CC(C)c1cc(NC(=O)CSc2nc3ccc(Cl)cc3[nH]2)on1 | 104 | 0.2
CCOC(=O)C1=C(C)NC(=S)NC1c1cccc(O)c1 (stereo unspecified) | 103&101 | 0.5&0.2
CC(C)N1CC=C2C(C1)C(c1ccccc1Cl)C(C#N)=C(N)C2(C#N)C#N (stereo unspecified) | 63 | -6.7
CCOC(=O)C(C)n1nc(C)c2sc3ccccc3c2c1=O (stereo unspecified) | 103 | 0.5
CCc1ccc(-n2c(-c3ccccc3)c(C)n3c4c(=O)n(C)c(=O)n(C)c4nc23)cc1 | 105 | -0.1
CCN(C(=O)c1ccnc(C(C)(C)C)c1)c1ccccc1 | 100 | -0.1
Nc1ccc2c(c1)ncn2CCc1ccccc1 | 98 | -1.2
S=c1nccc(-c2csc(COc3ccccc3Cl)n2)[nH]1 | 106 | 0.6
CCN1CCCc2cc(CN(C(=S)Nc3ccc(OC)cc3)C3CCCC3)ccc21 | 101 | -0.6
Cc1ccc(OC(=O)c2ccco2)c(-n2nc3ccccc3n2)c1 | 102 | 0.2
c1ccc(CNC2C3CC4CC(C3)CC2C4)nc1 (stereo unspecified) | 99 | -1.2
C=CCNC(=O)c1ccc2c(=O)n(Cc3ccco3)c(=S)[nH]c2c1 | 102 | 0.4
COC(=O)C1CCN(C(=O)C(C)(C)C)CC1 | 97 | -1.4
COc1ccccc1NC(=O)Cn1c(=O)oc2cc(S(=O)(=O)NCc3ccccc3)ccc21 | 104 | -0.1
CCCCNC(=O)c1cc(-c2ccc(OC)cc2)nc2n[nH]c(-c3cccc([N+](=O)[O-])c3)c12 | 105 | -0.1
COc1ccc(NCc2nc3ccccc3n2CCOc2ccccc2)cc1 | 102 | 0.3
Cc1ccc(NC(=O)C2CCCN(S(=O)(=O)c3ccc(F)cc3)C2)cc1 (stereo unspecified) | 106 | -0.1
COc1ccc(C(=O)Nc2nc(-c3nnn(-c4ccc(F)cc4F)c3C)ns2)cc1 | 106 | -0.2
COC(=O)c1ccc(NC(=O)COC(=O)c2ccc3c(c2)OCCO3)cc1 | 104 | 0.4
CCC1Nc2ccccc2-c2nnc(SC)nc2O1 (stereo unspecified) | 100 | -0.7
CCc1nc2ccccc2n1CCO | 97 | -0.9
CC(=O)N(C)c1nc(N)n(-c2ccccc2)n1 | 106 | 0.3

# Further records:
structure | PV pol inh | PV pol inh FP z-score
c1ccc(Cc2nn3cnnc3s2)cc1 | 102 | 0.1
O=C(NCC1CCCO1)Nc1ccccc1 (stereo unspecified) | 100 | -0.2
CC1=C(C(=O)Nc2ccc(C)cc2C)C(c2ccccc2C)n2ncnc2N1 (stereo unspecified) | 103 | -0.6
Cc1nonc1C(=O)N/N=C/C(C)C | 102 | 0
O=C(CSc1ccc(-c2cccs2)nn1)NCCc1ccccc1 | 101 | 0.1
CNC(=O)NC(=O)CSc1cc(C)c2ccccc2n1 | 104 | 0.1
Cc1ccc(Cl)cc1N1CCN(C(=O)CN2C(=O)COc3ccc(C(C)(C)C)cc32)CC1 | 99 | -1.7
O=C(CCN1C(=O)c2ccccc2Sc2ncccc21)NCc1ccccc1 | 103 | 0.2
COc1ccc(C(=O)Nc2ccncc2)c(OC)c1 | 96 | -1
CCOc1ccc(NC(=O)c2cc3c(C)nn(-c4ccccc4)c3s2)cc1 | 108 | 1
CC(=O)Nc1c(-c2ccc(F)cc2)nc2ccccn12 | 105 | 1.3
Cc1nc2c(cnn2C(C)C)cc1C(=O)O | 99 | -0.3
Cc1cc(Cc2c(O)nc(SCc3ccccc3)[nH]c2=O)ccc1OC(C)C | 100 | -0.1
Cc1ccc(C(=O)NCC#N)cc1 | 101 | -0.6
CCC(C)c1ccccc1NC(=O)C1CCCO1 (stereo unspecified) | 101 | 0.2
OC(COC1CCCCC1)CN1CCCCC1 (stereo unspecified) | 101 | -0.1
CC1CN(C(=O)CCC(=O)NCc2ccccc2)c2ccccc2O1 (stereo unspecified) | 103 | 0.8
CC1CC(C)N(C(=O)CSc2nc3c(c(C(F)(F)F)n2)CCc2ccccc2-3)C(C)C1 (stereo unspecified) | 105 | 0.7
CSc1sc(-c2ccn(C(=O)Nc3ccccc3)n2)c2c1C(=O)CC(C)(C)C2 | 98 | -1.7
CCOC(=O)COc1ccccc1O | 104 | 0.9
CCc1ccc(NC(=O)c2cc3c(=O)n(C)c4ccccc4c3s2)cc1 | 101 | -0.2
O=C(CCn1nc(-c2ccccc2)ccc1=O)N1CCOCC1 | 100 | -1.1
Cc1ccc(NC(=O)CSc2nc3ccccc3c3nc(CCn4cncc4C)nn23)cc1F | 111 | 1.2
CC(C)(C)OC(=O)N1CCc2nc(N3CCCCC3)ncc2C1 | 99 | -0.4
O=C(c1cc2c(=O)oc3ccccc3c2s1)N(Cc1cccs1)C1CCCC1 | 102 | 0.8
Cc1cc(C)c2c(n1)SCC(=O)N2CC(=O)Nc1c(C)cccc1C | 110 | 1
COc1ccc(-c2c(C)nn3c(N4CC(C)CC(C)C4)cc(C)nc23)cc1OC (stereo unspecified) | 101 | 0.5
O=C(CC1N=C2c3ccccc3N=C(SCc3ccc(F)cc3)N2C1=O)NCc1cccs1 (stereo unspecified) | 104 | -0.6
C=C1c2ccccc2NC(=S)N1Cc1ccc2c(c1)OCO2 | 104 | 0.2
O=C1CN(C(=O)c2ccc(S(=O)(=O)N3CCCC3)cc2)C(c2ccc(F)cc2)c2cc(Br)ccc2N1 (stereo unspecified) | 103 | -0.1
CCCCCCCC/C=C\C/C=C\C/C=C\CCCC(=O)NCCO | 100&98 | -0.4&-0.6
COc1ccc2oc(C(=O)N3CCN(S(=O)(=O)c4ccc5c(c4)OCCO5)CC3)c(C)c2c1 | 105 | 0.6
O=C(CSc1nc2ccccc2o1)OCC(=O)N1c2ccccc2Sc2ccccc21 | 101 | -0.5
CCCCCCCCCCCCCCCCOCC(CO)OC(C)=O (stereo unspecified) | 102&101 | 0.3&0.3
O=C1NC(=O)C(=Cc2ccc(N3CCOCC3)cc2)C(=O)N1 | 100 | -0.3
O=C(NN=C1CCCC1)c1cc(-c2ccccc2)n[nH]1 | 103 | 0.4
O=C(O)CSc1ccc2nnc(-c3cccnc3)n2n1 | 100 | -0.6
O=C(Nc1cnn(C23CC4CC(CC(C4)C2)C3)c1)c1cc(-c2ccccc2F)no1 | 104 | 1.2
CC(=O)Nc1c(=O)[nH]n2c(C)cc(C)nc12 | 102 | 0.6
CCNC(=O)C(C)Oc1ccc(Cl)c(C)c1 (stereo unspecified) | 98 | -1.6
COc1ccc(OC)c(-c2cc(C(=O)NCCCn3ccnc3)no2)c1 | 103 | 0.3
CCOC(=O)N(c1ccccc1)S(=O)(=O)c1ccc(Cl)cc1 | 105 | 0
C=CCN1C(=O)CN=C1Nc1ccccc1 | 103 | 0.4
Cc1cc(=O)oc2c3c(ccc12)OCN(CCc1ccccc1)C3 | 101 | -0.1
Cc1cccc(-c2n[nH]c(=S)n2CC(N)=O)c1 | 104 | 0.3
CC(C)N1C(=O)CSC1c1ccccc1 (stereo unspecified) | 100 | -0.3
COC(=O)n1c(=O)oc2cc(Cl)ccc21 | 99 | -0.2
Cc1cc(C)n(C(=O)c2cccs2)n1 | 103 | 0.3
CCNC(=O)c1cc2c(=O)n3ccccc3nc2nc1NCCCN1CCOCC1 | 100 | -0.4
CCOc1ccccc1CNC(=O)C1CCN(c2nc3ccccc3nc2C(F)(F)F)CC1 | 104 | -0.5
Clc1ccc(-c2cnc3ccccc3n2)cc1 | 104 | 0.5
COC(=O)C1=C(N)Oc2c(oc(CO)cc2=O)C1c1ccccc1 (stereo unspecified) | 101 | -0.1
CCOC(=O)c1c(NC(=O)c2cc(C)on2)sc(C)c1C | 78* | -3.9*
CC(=O)NCC(c1ccccc1)c1ccccc1 | 100 | -0.2
CCCCNc1ncc2cc3ccccc3nc2c1C#N | 97 | -1.1
O=C(COC(=O)Cn1cnc2ccccc21)NCc1ccccc1 | 109 | 0.9
NS(=O)(=O)c1ccc(NC(=O)CN2C(=O)c3ccccc3C2=O)cc1 | 100 | -0.5
CN1CCC(NC(=O)CCCc2ccccc2)CC1 | 100 | -0.3
Cc1ccc2[nH]c(O)c(N=NC(=O)c3cccc(O)c3)c2c1 | 98 | -0.2
CCOC(=O)c1cc(-c2ccc(OC)c(S(=O)(=O)NC3CCCCC3)c2)on1 | 104 | -0.6

# The list goes on.
structure | PV pol inh | PV pol inh FP z-score
Cc1nc2nc3[nH]c4ccccc4c3nn2n1 | 103 | 0.4
CN(C)S(=O)(=O)Nc1ccc(OCc2ccccc2)cc1 | 101 | 0.1
NC(=O)c1ccccc1CCc1ccccc1 | 105 | 3
Cc1sc2nc3c4ccccc4c(NCCO)nn3c(=O)c2c1C | 101 | -0.1
C(=N\n1c(-c2ccco2)csc1=NCCc1ccccc1)/c1ccco1 | 100 | -0.1
CCOC(=O)c1cc(OC(=O)c2ccc(Cl)nc2)cc(C(=O)OCC)c1 | 106 | 0
NC(N)=Nc1nc(-c2ccccc2)c2ccccc2n1 | 97 | -1.4
CCC(C(=O)N1CCCC1)n1c(C(=O)OC)cc2sccc21 (stereo unspecified) | 104 | 0.7
CC1=C(C(=O)O)N2C(=O)[C@@H](NC(=O)[C@H](N)c3ccccc3)[C@H]2SC1 | 101 | 0.2
CC(C)CN1CCc2nc(N3CCN(C)CC3)ncc2C1 | 107 | 0.2
Cc1cc(S(=O)(=O)NCC(c2ccco2)S(=O)(=O)c2cccs2)ccc1F (stereo unspecified) | 102 | -0.6
COC(=O)c1nn(-c2ccccc2)c2oc(=O)cc(C)c12 | 102 | -0.1
